# TCR act: T cell receptor activation; primary human leukocytes, anti-CD3, IL-2 HTRF, 48 h; Potency, µM (series often up to 9.22 µM), for inactives: at the top dose activation of IL-2 secretion, most hits filed as activators; 330,000 tested, under 10 active; further: % of control where 0% means no effect
#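 Compounds are tested in HTS on primary human leukocytes co-incubated with a-CD3 beads for 48 hr. IL-2 output is measured by time-resolved FRET.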
# Menin-MLL TR inh: menin-MLL binding inhibition, Texas Red mutant peptide | Menin + Texas Red MLL mutant peptide, fluorescence polarization | Potency, µM (highest dose often 61.6 µM), for the others: at the top dose FP activity change, negative = inhibition, most hits filed as inhibitors | hit rate 0.23% among 270,000 | AID 1768; active means well fitted inhibition curve with a large enough effect in the polarisation, with a control signal flat, not every such curve was filed as active; inconclusive means small, poorly fitted or top-dose-only effect, or effect the other way, or a change in a side signal; inactive means no such curve, though single readings can be large or run the other way; the % refers to the polarisation; further: potency means the concentration at half of the fitted maximal effect; % of control where 0% means no effect; many of its hits are not listed in these tables
# TSHR antag: blocks TSH signaling through the human TSH receptor | P16473 | TSHR-expressing cells, TSH-stimulated cAMP HTRF, 2 h; hits give low values | activity change, negative = inhibition, % at 11.5 µM | hit rate 0.2% among 330,000;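 active means activity change below a set negative limit, meaning inhibition stronger than a set level, cut at about -70% in these data; inconclusive means activity change between two set negative limits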; further: on the % scale 0 is the no-effect control and ±100 the full control effect
#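 Competitive HTRF cAMP read-out (cryptate anti-cAMP antibody, cAMP-d2; 30 min, room temperature) in freshly harvested TSHR cells. Compounds added before TSH at EC80 (4nM final), followed by 2 hours' incubation at 37 deg C.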
# MBNL1 CUG block: MBNL1-poly(CUG) RNA binding inhibition; Q9NR56; TR-FRET MBNL1-His/biotin-(CUG)12 binding, 665/545 ratio; Potency, µM (titrated, usually from 57.5 µM), for the others: top-dose activity change, negative = inhibition, actives largely listed as inhibitors; hit rate 0.036% among 280,000; active means well fitted inhibition curve with a large enough effect in the signal ratio, with a control signal flat, not every such curve was filed as active; inconclusive means small, poorly fitted or top-dose-only effect, or effect the other way, or a change in a side signal; inactive means no such curve, though single readings can be large or run the other way; the % refers to the signal ratio; further: potency means the concentration at half of the fitted maximal effect; on the % scale 0 is the no-effect control and ±100 the full control effect
#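 Inhibition of protein-RNA binding appears as loss of TR-FRET between terbium anti-His antibody on MBNL1-His and streptavidin-XL665 on biotin-(CUG)12. Activity is normalized to buffer-only and uninhibited-complex controls.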
# S-ASM inh: inhibitors of human secretory acid sphingomyelinase; P17405; hit rate 0.006% among 340,000; Potency, µM (doses to about 57.5 µM), for inactives: top-dose activity change, negative = inhibition, usual class: inhibitors; placental ASM, HMU-PC fluorogenic substrate, 60 min; further: potency means the concentration at half of the fitted maximal effect
#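 qHTS format. ASM enzyme prepared from human placenta hydrolyses the fluorogenic substrate HMU-PC0 (9 uM final) over 60 min at 37 °C after a 10 min compound preincubation.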
# TSG101-PTAP inh: blocks PTAP/TSG101 interaction to inhibit HIV-1 budding. Q99816. Fluorescence polarization, FITC-PTAP peptide / Tsg101 binding. Potency, µM (doses to about 115 µM), for inactives: at the top dose activity change, negative = inhibition, usual class: inhibitors. 340,000 tested, under 10 active. AID 493005; active means well fitted inhibition curve with a large enough effect in the main read-out, with a control signal flat, not every such curve was filed as active; inconclusive means small, poorly fitted or top-dose-only effect, or effect the other way, or a change in a side signal; inactive means no such curve, though single readings can be large or run the other way; further: potency means the concentration at half of the fitted maximal effect; % of control where 0% means no effect
#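 Fluorescence anisotropy tracks displacement of a FITC-tagged PTAP peptide (50 nM) from the Tsg101 binding domain (10 uM), following a 20 min room-temperature incubation at pH 7.5.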
# A-T KAP1 phos: potential ataxia-telangiectasia treatments restoring KAP-1 phosphorylation. […] A-T fibroblasts, KAP-1 phosphorylation AlphaLISA; neocarzinostatin DNA damage 30 min before lysis. Potency, µM (titrated, usually from 57.5 µM), for the others: at the highest dose activation, hits mostly activators. hit rate 0.19% among 320,000. AID 485349; further: potency means the concentration at half of the fitted maximal effect; % of control where 0% means no effect; nearly all actives have a fitted effect of over 45% in size
#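 ATM-like activity read as KAP-1 phosphorylation via AlphaLISA donor/acceptor antibody pairs after lysis and 6 hr at 25C. Cells were ATM-null patient fibroblasts ([…], hTERT), dosed 60 min, then exposed to the DSB inducer NCS for 30 min.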
# Mito fusion yeast: blocks mitochondrial division or promotes mitochondrial fusion. S. cerevisiae fusion-defective mutant growth rescue, CellTiterGlo 48 h. Potency, µM (highest dose often 46.1 µM), inactives show top-dose growth rescue (activation), actives largely listed as activators. hit rate 0.23% among 320,000. AID 485298;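 further: potency means the concentration at half of the fitted maximal effect; % of control where 0% means no effect; nearly all actives have a fitted effect of over 45% in size; temperature-sensitive fusion mutants such as fzo1-1 at 37 °C on non-fermentable ethanol glycerol medium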
#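 S. cerevisiae fusion-defective temperature-sensitive mutants (e.g. fzo1-1, mgm1-5) grown 48 h at 37C in YPEG (ethanol/glycerol non-fermentable) medium with 23 nl compound per well; growth rescue read as CellTiterGlo luminescence.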
# MLL CXXC-DNA inh: inhibitors of human MLL CXXC domain-DNA interaction; Q03164; MLL-CXXC / FITC-HOXA9 DNA fluorescence polarization; Potency, µM (doses to about 115 µM), inactives show top-dose activity change, negative = inhibition, actives largely listed as inhibitors; hit rate 0.037% among 290,000; AID 2662; active means well fitted inhibition curve with a large enough effect in the polarisation, with a control signal flat, not every such curve was filed as active; inconclusive means small, poorly fitted or top-dose-only effect, or effect the other way, or a change in a side signal; inactive means no such curve, though single readings can be large or run the other way; the % refers to the polarisation; further: potency means the concentration at half of the fitted maximal effect
#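 Steps: dispense CXXC domain solution (7 uM) → pin compounds or unlabeled HOX-A9 DNA control → 5 min ambient → add FLSN-HOX-A9 solution (50 nM) → spin → 30 min ambient → fluorescence polarization. Tris pH 7.5/NaCl/DTT/BSA buffer.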
# Integrin act MD: activators of alpha7 integrin expression for muscular dystrophy | Potency, µM (doses to about 38.3 µM), for inactives: top-dose activation, actives largely listed as activators | AID 624291 | alpha7betagal myoblasts, beta-gal FDG fluorescence, 48 h | hit rate 0.064% among 350,000;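 further: potency means the concentration at half of the fitted maximal effect; 100% = response of the positive control SU9516; nearly all actives have a fitted effect of over 60% in size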
#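 Alpha7betagal+/- myoblasts (passage 13) were plated 16-24 hr, then exposed to compounds (1:260 dilution of DMSO stock) for 48 hours at 37C. After MPER lysis, β-galactosidase reporter activity was read as FDG fluorescence (ex 480/em 540) after 30 minutes.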
# Active calls of the source: *; ? = inconclusive; · = no result given; [ ] = remark or other dose. Unless noted, the call rests on the fitted dose curve; in most records, active means well fitted curve in the direction sought with a large enough effect; inconclusive means small, poorly fitted or top-dose-only effect, or another doubt; inactive means no such curve, though single readings can be large; an effect the other way counts as inactive or inconclusive. Not all compounds are listed (hit frequency here may not be typical).
SMILES,TCR act,Menin-MLL TR inh,TSHR antag,MBNL1 CUG block,S-ASM inh,TSG101-PTAP inh,A-T KAP1 phos,Mito fusion yeast,MLL CXXC-DNA inh,Integrin act MD
O=C(CC(c1ccccc1)C1CCCCC1=O)c1ccco1 (stereo not drawn),-2%[46.1 µM],-12%,4,9%,0%,-4%,2%,-3%,9%,16%
Cc1ccc(NC(=O)/C=C/c2ccco2)nc1,-7%[46.1 µM],8%,1,?,3%,0%,-3%,0%,1%,0%
COc1cc(NC(=O)c2ccc(-c3csc(C)n3)cc2)c(OC)cc1Cl,-2%,-15%,-9,-4%,13%,-10%,7%,5%,0%,32%
Cc1ccc(C(C(=O)NC(C)(C)C)N(Cc2ccc3c(c2)OCO3)C(=O)c2ccc(CN3CCOCC3)o2)o1 (stereo not drawn),-6%,-16%,-5,24%,0%,0%,-3%,1%,-3%,13%
CCOc1ccc(-c2nc(CCl)cs2)cc1OC,2%,-29%,1,18%,-2%,-6%,6%,-6%,-1%,0%
CC(Nc1nc(-c2ccccc2)nc2ccccc12)c1ccccc1 (stereo not drawn),3%,?,27,3%,-14%,3%,4%,14%,-1%,-19%
COc1ccc(/C=C(\NC(=O)c2ccc([N+](=O)[O-])cc2)C(=O)N2CCOCC2)cc1,1%,1%,-1,?,-2%,4%,-2%,2%,8%,0%
COc1ccc(COCC(O)CN2CCOCC2)cc1OC (stereo not drawn),-4%,18%,3,0%,-3%,-2%,-6%,5%,8%,6%
COc1ccc(S(=O)(=O)N2CCC3(CC2)CC(=O)c2ccccc2O3)cc1C,2%,·,-15,·,2%,-1%,6%,2%,·,11%
C#CCOCCOCCOCCNc1nc(N2CCN(C(=O)[C@H](CCCCN)n3cc(CCCC)nn3)CC2)nc(N2CCN(C(=O)[C@H](Cc3ccc(O)cc3)n3cc(CCO)nn3)CC2)n1,-1%,-7%,-2,1%,4%,-6%,-12%,-4%,?,-4%

# Arranged by molar mass (high to low): part of the list above.
SMILES,TCR act,Menin-MLL TR inh,TSHR antag,MBNL1 CUG block,S-ASM inh,TSG101-PTAP inh,A-T KAP1 phos,Mito fusion yeast,MLL CXXC-DNA inh,Integrin act MD
Cc1ccc(C(C(=O)NC(C)(C)C)N(Cc2ccc3c(c2)OCO3)C(=O)c2ccc(CN3CCOCC3)o2)o1 (stereo not drawn),-6%,-16%,-5,24%,0%,0%,-3%,1%,-3%,13%
COc1ccc(/C=C(\NC(=O)c2ccc([N+](=O)[O-])cc2)C(=O)N2CCOCC2)cc1,1%,1%,-1,?,-2%,4%,-2%,2%,8%,0%
COc1ccc(S(=O)(=O)N2CCC3(CC2)CC(=O)c2ccccc2O3)cc1C,2%,·,-15,·,2%,-1%,6%,2%,·,11%

# Following part.
SMILES,TCR act,Menin-MLL TR inh,TSHR antag,MBNL1 CUG block,S-ASM inh,TSG101-PTAP inh,A-T KAP1 phos,Mito fusion yeast,MLL CXXC-DNA inh,Integrin act MD
CCN(CC)c1ccc(S(=O)(=O)N2CCOCC2)cc1NC(=O)c1cc(=O)c2ccccc2o1,-1%,12%,-16,-5%,?,1%,3%,-2%,7%,11%
CCOC(=O)C1=C(C)OC(N)=C(C#N)C1c1ccc(O)c(OC)c1 (stereo not drawn),·,0%,12,10%,1%,-7%,·,0%,19%,15%
CN(C)/C=C(\C=O)c1ccc(Cl)cc1Cl,-2%,-13%,-1,-7%,3%,-4%,0%,3%,3%,13%
O=C(CNC(=O)c1ccccc1)OCC(=O)N1c2ccccc2Sc2ccccc21,-6%[46.1 µM],-1%,-2,·,-5%,-1%,-3%,0%,-4%,6%
CCn1nc(C)cc1C(=O)Sc1ccc(C)cc1,-11%,·,9,4%,-3%,-1%,18%,2%,-9%,-41%
CCNc1nc(NCC)nc(Oc2ccc(N)cc2)n1,6%,-1%,6,0%,1%,-2%,2%,0%,-4%,-9%
CCN(c1ccccc1)S(=O)(=O)c1ccc(OC)c(NC(=O)CCc2nc3ccccc3c(=O)[nH]2)c1,-22%,·,-6,·,-16%,0%,11%,2%,·,-10%
CC1=C(C(=O)O)N2C(=O)C(NC(=O)c3ccn(C)n3)C2SC1 (stereo not drawn),0%,9%,41,-4%,2%,-7%,-3%,-2%,14%,-9%
CCCC(c1nnnn1C1CCCCC1)N1CCN(C(=O)c2ccco2)CC1 (stereo not drawn),4%,-16%,7,-1%,3%,-2%,1%,21%,1%,3%
O=C(COC(=O)c1ccc2ccccc2c1O)Nc1ccccc1,-2%,·,-12,·,32%[activator],0%,8%,-2%,·,1%
Cc1ccc(CNC(=O)CCC(=O)N2CC(C)Oc3ccccc32)cc1 (stereo not drawn),-56%,-14%,4,-12%,-2%,-5%,2%,-2%,·,17%
CC(C)OC(=O)CC1C(=O)NCCN1C(=S)NC(=O)CCc1ccccc1 (stereo not drawn),3%,7%,-14,2%,2%,0%,2%,-2%,0%,-16%
Cc1ccc(CNc2ncnc3c2cnn3-c2ccccc2)cc1,-1%,?,22,-7%,1%,-2%,11%,4%,25%,6%
COc1ccc(/C=c2\s/c(=C/C(=O)c3ccc(C)cc3)[nH]c2=O)c(OC)c1,-1%[46.1 µM],?,5,-21%,-12%,?,-5%,11%,?,-105%[inhibitor]
O=C(Sc1ccc(Cl)cc1)c1ccccn1,-8%,·,·,·,-1%,1%,·,·,·,8%
CC(=O)N(c1ccccc1)C1CCCC1,0%[46.1 µM],14%,-1,-9%,8%,0%,·,-12%,-3%,28%
Cn1c(=O)n(Cc2ccccc2)c(=O)c2c1nc1n2CCS1,-2%,-2%,-5,8%,7%,-6%,11%,-7%,3%,-13%
CCCN(CC(=O)Nc1ccccc1C)C(=O)c1ccc(Cl)c(S(=O)(=O)N2CCCC2)c1,-3%,·,3,·,1%,-5%,3%,-3%,·,0%
c1ccc(OCCCn2ccnc2)cc1,2%,-11%,3,-6%,-2%,1%,2%,-4%,1%,18%
CCCCS(=O)(=O)N1CCC(C(=O)Oc2ccccc2OC)CC1,1%,-7%,6,-10%,-7%,-7%,3%,0%,2%,-16%
COc1ccc(NC(=O)CSc2cccc3cccnc23)c(OC)c1,0%[46.1 µM],-18%,-10,·,3%,-1%,-2%,-2%,7%,18%
Brc1ccc(-c2nnc3c4ccccc4nc(N4CCOCC4)n23)cc1,2%,10%,-8,-2%,2%,-7%,-5%,2%,0%,16%
COc1ccc(C(=O)O/N=C(\C)c2nccs2)cc1,4%,-25%,-1,8%,-1%,-2%,14%,-9%,64%[activator],4%
Cc1ccc(C(=O)NCc2cccnc2)o1,3%,0%,18,-6%,4%,-7%,3%,-1%,2%,?
CCCCN(C)CCCNC(=O)CN1N=C(c2ccc(Cl)cc2)CCC1=O,0%,-14%,8,3%,3%,-1%,20%,-25%,28%,2%
COc1ccccc1CNC(=O)C(=O)NCC1OCCCN1S(=O)(=O)c1cccs1 (stereo not drawn),11%,-5%,2,1%,0%,1%,6%,2%,?,?

# Entries listed so far that contain a Cl atom, in the order listed:
SMILES,TCR act,Menin-MLL TR inh,TSHR antag,MBNL1 CUG block,S-ASM inh,TSG101-PTAP inh,A-T KAP1 phos,Mito fusion yeast,MLL CXXC-DNA inh,Integrin act MD
COc1cc(NC(=O)c2ccc(-c3csc(C)n3)cc2)c(OC)cc1Cl,-2%,-15%,-9,-4%,13%,-10%,7%,5%,0%,32%
CCOc1ccc(-c2nc(CCl)cs2)cc1OC,2%,-29%,1,18%,-2%,-6%,6%,-6%,-1%,0%
CN(C)/C=C(\C=O)c1ccc(Cl)cc1Cl,-2%,-13%,-1,-7%,3%,-4%,0%,3%,3%,13%
O=C(Sc1ccc(Cl)cc1)c1ccccn1,-8%,·,·,·,-1%,1%,·,·,·,8%
CCCN(CC(=O)Nc1ccccc1C)C(=O)c1ccc(Cl)c(S(=O)(=O)N2CCCC2)c1,-3%,·,3,·,1%,-5%,3%,-3%,·,0%
CCCCN(C)CCCNC(=O)CN1N=C(c2ccc(Cl)cc2)CCC1=O,0%,-14%,8,3%,3%,-1%,20%,-25%,28%,2%
